p53 reactivator – mutant p53 re-activation in reporter cells. 320,000 tested, 0.063% active. H1299 p53-A138V BP100-luciferase reporter, luminescence, 24 h. Potency, µM (top dose mostly 92.2 µM), for inactives: at the highest dose activity change, positive = activation, usual class: activators. AID 504706; also: potency is read from the fitted curve at half-maximal effect; % of control where 0% means no effect; nearly all actives have a fitted effect of over 45% in size
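H1299 (p53-null), stable ts p53-A138V + BP100-Luc; 1000 cells/well, Opti-MEM/10% FBS; cpd 4 pt, 1:5; 24 h, 37 deg C, 5% CO2; detection reagent 10 min RT; luminescence.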
RORg inh – ROR gamma (mouse) transcription inhibition | Drosophila S2 Gal4-RORgamma UAS-luciferase reporter, 20 h | P51450 | Potency, µM (top dose mostly 53.6 µM), inactives show at the top dose activity change, negative = inhibition, hits mostly inhibitors | 310,000 tested, 5.4% active | AID 2551; also: potency is read from the fitted curve at half-maximal effect; % is scaled to controls: 0 for no effect and ±100 for the full control effect; nearly all actives have a fitted effect of over 60% in size
Target sequence (P51450 whole entry, looked up, the tested form may be a part): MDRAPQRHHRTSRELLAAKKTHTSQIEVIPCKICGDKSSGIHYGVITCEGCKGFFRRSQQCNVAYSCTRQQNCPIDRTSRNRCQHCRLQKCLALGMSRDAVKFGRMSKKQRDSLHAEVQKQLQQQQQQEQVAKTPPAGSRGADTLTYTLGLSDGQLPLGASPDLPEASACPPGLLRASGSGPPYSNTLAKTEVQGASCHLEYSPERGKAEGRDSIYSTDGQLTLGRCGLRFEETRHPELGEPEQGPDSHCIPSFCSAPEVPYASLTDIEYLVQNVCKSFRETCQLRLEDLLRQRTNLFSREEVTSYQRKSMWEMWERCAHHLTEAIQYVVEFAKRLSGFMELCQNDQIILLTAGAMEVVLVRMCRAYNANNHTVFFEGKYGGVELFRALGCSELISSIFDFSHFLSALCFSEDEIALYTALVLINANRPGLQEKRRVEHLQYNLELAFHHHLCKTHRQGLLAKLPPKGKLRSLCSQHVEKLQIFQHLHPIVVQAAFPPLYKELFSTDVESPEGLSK
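A Gal4/UAS one-hybrid system in insect cells: metallothionein-promoter Gal4–ROR gamma fusion plus Photinus luciferase reporter. Copper sulfate 700 uM final, 20 hr ambient incubation, luminescent detection after 10 min with reagent.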
Giardia kill – kills Giardia lamblia; 340,000 tested, 0.15% active; activity change, % at 7.66 µM, hits read low; Giardia lamblia trophozoite viability; AID 540267; in the data active = activity change below about -80%; inconclusive = between about -30% and that limit;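 also: parasites exposed to compound for two days anaerobically before the ATP read; % is scaled to controls: 0 for no effect and ±100 for the full control effect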
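Giardia trophozoites, 100 cells per well, were exposed to compounds for 48 hrs at 37 deg C under anaerobic conditions; viability was then read as ATP content by bioluminescence after 15-30 min at room temperature.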
BRCA1 expr act – increases BRCA1 expression; MCF7-BRCA1-FFLuc reporter, luminescence, 48 h; response scale: scaled: vehicle 0%, 10 µM genistein 100%; Potency, µM (titrated, usually from 46.1 µM), for inactives: at the highest dose activation, hits mostly activators; AID 624202; 380,000 tested, 1.1% active; also: potency is read from the fitted curve at half-maximal effect; nearly all actives have a fitted effect of over 80% in size; some results filed as inactive show a strong effect at the top dose
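Cells: MCF7-BRCA1-FFLuc, 2000/well. Exposure: 48 h, 37 °C, 5% CO2. Read: luminescence, 15 min post-substrate. Controls: genistein 10 microM (maximal activation), DMSO (neutral).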
FLuc counter – firefly luciferase modulation, counter-screen for miR-21 project. P08659. purified FLuc, Km substrates, luminescence inhibition. Potency, µM (series often up to 57.5 µM), for the others: top-dose activity change, negative = inhibition, usual class: inhibitors. 360,000 tested, 6.9% active. AID 588342;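 also: potency is read from the fitted curve at half-maximal effect; plate controls were vehicle for no effect and reference inhibitor for full effect; nearly all actives have a fitted effect of over 55% in size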
Target sequence (P08659 whole entry, looked up): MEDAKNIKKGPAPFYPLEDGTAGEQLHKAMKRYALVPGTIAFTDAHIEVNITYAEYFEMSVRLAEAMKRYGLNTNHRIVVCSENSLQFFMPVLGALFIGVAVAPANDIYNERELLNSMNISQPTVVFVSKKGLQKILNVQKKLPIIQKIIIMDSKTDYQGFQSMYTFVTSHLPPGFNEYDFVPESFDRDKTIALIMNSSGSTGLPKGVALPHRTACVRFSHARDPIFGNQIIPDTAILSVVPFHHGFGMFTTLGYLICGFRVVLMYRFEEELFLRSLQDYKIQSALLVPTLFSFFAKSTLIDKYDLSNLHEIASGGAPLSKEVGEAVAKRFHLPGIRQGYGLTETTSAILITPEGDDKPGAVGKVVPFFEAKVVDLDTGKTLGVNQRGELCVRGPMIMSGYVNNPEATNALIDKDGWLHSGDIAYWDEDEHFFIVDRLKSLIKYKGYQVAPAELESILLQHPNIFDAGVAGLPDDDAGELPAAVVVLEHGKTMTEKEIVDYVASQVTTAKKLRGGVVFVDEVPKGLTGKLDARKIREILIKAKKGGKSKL
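Purified P. pyralis luciferase (10nM final) with 10uM D-luciferin and 10uM ATP (Km levels) in 50mM Tris acetate pH 7.5, 10mM Mg acetate, 0.01% Tween-20, 0.05% BSA; qHTS 6-point titration, ~60 µM downward; luminescence read.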
ELG1 genotox – genotoxicity induction in ELG1-luciferase HEK293T cells; Potency, µM (highest dose often 46 µM), for the others: top-dose activity change, positive = activation, hits mostly activators; 330,000 tested, 1.3% active; AID 504466; HEK293T ELG1-luciferase reporter, luminescence, 16 h; also: potency is read from the fitted curve at half-maximal effect; % of control where 0% means no effect; nearly all actives have a fitted effect of over 60% in size
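Cells (2,000/well) expressing the ELG1-luciferase fusion are dosed by pin tool and kept 16 hr at 37 °C, 5% CO2. Signal comes from ONE-Glo luciferase reagent after 30 min at room temperature.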
Rab9 promoter act – activators of Rab9 promoter; Huh7 Rab9 promoter-luciferase reporter, luminescence, 24 h; Potency, µM (top dose mostly 9.22 µM), for inactives: at the highest dose activation, negative = inhibition, hits mostly activators; 320,000 tested, 2.8% active; also: potency is read from the fitted curve at half-maximal effect; % of control where 0% means no effect; nearly all actives have a fitted effect of over 60% in size
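Quantitative HTS format; Huh7 Rab9-luciferase reporter cells (1500/well) receive compound 2 h post-plating, incubate 24 h at 37 °C, then get luciferase reagent for 10 min before luminescence reading.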
NPC1 prom act – NPC1 promoter activation | Huh7 NPC1 promoter luciferase reporter, 24 h | Potency, µM (top dose mostly 9.22 µM), for the others: at the top dose activation, actives largely listed as activators | 320,000 tested, 2.4% active;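 also: potency is read from the fitted curve at half-maximal effect; % of control where 0% means no effect; nearly all actives have a fitted effect of over 60% in size; reporter is driven by a mutant NPC1 promoter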
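NPC1 promoter–luciferase Huh7 cells; 24 h compound; luminescence.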
PKM2 activator – increases activity of human pyruvate kinase M2 | 260,000 tested, 0.34% active | Potency, µM (series often up to 57.5 µM), inactives show top-dose activation, hits mostly activators | purified PKM2, Kinase-Glo ATP luminescence, activation; response scale: 0% is enzyme alone, no compound | P14618; also: potency is read from the fitted curve at half-maximal effect; % is scaled to controls: 0 for no effect and ±100 for the full control effect; nearly all actives have a fitted effect of over 55% in size
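Kinase-Glo luminescence reports ATP generated from ADP (0.1 mM) and PEP (0.5 mM) by purified hPK-M2 after 1 h at room temperature, pH 7.2 imidazole buffer; intermediate enzyme activity allows detecting inhibitors and activators.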
Menin MLL FP TR – menin-MLL binding inhibition, Texas Red mutant peptide. Menin + Texas Red MLL mutant peptide, fluorescence polarization. 270,000 tested, 0.23% active. Potency, µM (highest dose often 61.6 µM), for the others: top-dose FP activity change, negative = inhibition, most hits filed as inhibitors. O00255. AID 1768; active = well fitted inhibition curve with a large enough effect in the polarisation, with a control signal flat, not every such curve was filed as active; inconclusive = small, poorly fitted or top-dose-only effect, or effect the other way, or a change in a side signal; inactive = no such curve, though single readings can be large or run the other way; the % refers to the polarisation; also: potency is read from the fitted curve at half-maximal effect; % of control where 0% means no effect; many of its hits are not listed in these tables
VP16 counter – counter-screen for ROR gamma inhibitors: Gal4-VP16 reporter; Drosophila S2 Gal4-VP16 UAS-luciferase, luminescence, 20 h; Potency, µM (top dose mostly 53.6 µM), without a hit: at the top dose activity, negative = inhibition, most hits filed as inhibitors; 310,000 tested, 3.5% active; AID 2546;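 also: Gal4-VP16 expression switched on by copper sulfate through the metallothionein promoter; potency is read from the fitted curve at half-maximal effect; % is scaled to controls: 0 for no effect and ±100 for the full control effect; nearly all actives have a fitted effect of over 50% in size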
* hit, by the source's call; ? = inconclusive; nt = no result given; [ ] = remark or other dose. Unless noted, calls follow the shape of the dose curve; as a rule, active = well fitted curve in the direction sought with a large enough effect; inconclusive = small, poorly fitted or top-dose-only effect, or another doubt; inactive = no such curve, though single readings can be large; an effect the other way counts as inactive or inconclusive. This is a subset; rates above refer to the full screens.

SMILES	p53 reactivator	RORg inh	Giardia kill	BRCA1 expr act	FLuc counter	ELG1 genotox	Rab9 promoter act	NPC1 prom act	PKM2 activator	Menin MLL FP TR	VP16 counter
O=C(Nc1nc2cc3c(cc2s1)OCO3)C1CC1	12%	19%	15	63%	?	9%	28%	?	-3%	nt	-11%
O=C(CSc1ccc(-c2cccnc2)nn1)N1CCCCCC1	10%	-2%	0	-12%	1%	-4%	-14%	-3%	11%	-1%	-14%
COc1ccc(CN2C(=O)c3ccccc3C(/C=N\OCc3ccc(F)cc3)C2=O)cc1 (stereo not drawn)	9%	12%	-4	-66%	21µM*	-7%	3%	-2%	2%	?	9%
COc1ccc2c(c1)OC[C@H]1[C@H]2N2C(=O)c3cc(Cl)ccc3NC(=O)[C@@]2(C)[C@H]1c1ccccc1	6%	nt	5	-43%	5%	1%	-5%	-4%	nt	nt	nt
O=S(=O)(Cc1ccccc1)N1CCCCC1	5%	6%	-8	33%	0%	4%	3%	5%	-15%	2%	6%
COC(=O)Cn1ncn2cccc2c1=O	-1%	-8%	-3	1%	3%	1%	-10%	2%	12%	5%	-2%
COc1ccccc1-c1noc(CCC(=O)Nc2ccccc2Cl)n1	-9%	10%	-3	-2%	?	-5%	1%	7%	-18%	-9%	-3%[0.365 µM]
COC(=O)Nc1ccc(S(=O)(=O)Nc2cc(C(F)(F)F)c[nH]c2=O)cc1	-1%	2%	-6	-9%	0%	2%	-6%	1%	1%	20%	6%
Nc1ccccc1CNc1nc(NCCO)nc2c1ncn2CCN1CCOCC1	13%	17%	4	6%	1%	5%	0%	-4%	2%	nt	7%
Cc1ccc(C)c(N(C)S(=O)(=O)c2ccc3[nH]cc(C(=O)NCCN4CCOCC4)c(=O)c3c2)c1	12%	19%	31[activator]	-22%	-1%	-3%	-2%	0%	5%	7%	-18%
COc1ccc(CC(=O)Nc2ccc(-c3nnc(-c4ccccc4)o3)cc2)cc1OC	24%	24%	2	31%	-1%	27%	6%	12%	-27%	-3%	-12%
CC(Oc1ccc2c(-c3ccccc3)cc(=O)oc2c1)C(=O)NCc1ccccn1 (stereo not drawn)	nt	17%	-1	-8%	-3%	1%	-6%	0%	20%	-9%	2%
C/C(N)=C(/C#N)C(=O)COC(=O)c1cc(-c2ccc(C)cc2)nc2ccccc12	0%	51%	-14	17%	9.5µM*	-2%	-2%	-3%	1%	?	-28%
O=S(=O)(Nc1ccc2c(c1)oc1ccccc12)N1CCCC1	1%	17%	-10	53%	?	0%	8%	-2%	0%	?	18%
COc1cccc(C(=O)NCCCNC(=O)c2cccc(OC)c2)c1	37%	21%	11	20%	-1%	-2%	1%	-3%	-3%	5%	13%
CCc1cccc(C)c1NC(=O)COC(=O)Cn1c(C)csc1=O	-1%	nt	0	1%	2%	2%	1%	8%	nt	nt	nt
N/C(=N\OC(=O)c1ccco1)c1ccc(Cl)cc1	8%	-16%	?	?	24µM*	7.3µM*	?	?	-23%	19%	?
CSC1=NC(C(Cl)(Cl)Cl)N=C(c2ccc(C)cc2)N1 (stereo not drawn)	-3%	?	-3	-52%	-6%	9%	-17%	-25%	9%	6%	-9%
COc1ccc(OC2C(=O)N(Cc3ccc(F)cc3)C2c2ccc(OC)c(OC)c2)cc1 (stereo not drawn)	-4%	14%	-18	-19%	7%	-1%	5%	2%	1%	0%	-2%
CCOC(=O)N1CCC(N(CCN(C)C)C(=S)Nc2cc(Cl)ccc2C)CC1	-4%	-44%	38[activator]	-76%	-2%	-4%	1%	-9%	-8%	20%	-5%
O=C(Cn1cc([N+](=O)[O-])cn1)NCc1ccccc1	-1%	21%	-9	-1%	-3%	0%	12%	-4%	0%[11.5 µM]	5%	-4%
COc1cc(-n2cnnn2)ccc1S(=O)(=O)N1CCOCC1	-10%	-6%	-15	-2%[1.84 µM]	0%	-2%	3%	0%	?	?	5%
CCCCCC(=O)Nc1cccc(C2=NOC3(C2)C[C@@H](C(N)=O)N(C(=O)CC(c2ccccc2)c2ccccc2)C3)c1 (stereo partly drawn)	1%	30%	5	-2%	6%	-10%	-8%	-3%	-2%	nt	-4%
O=C(OCc1cccc(F)c1)c1cc2ccccc2cc1O	nt	4%	6	10%	-7%	2%	2%	-7%	1%	15%	0%
CCCOc1ccc(-c2nn(-c3ccccc3)cc2/C=C2\SC(N)=NC2=O)cc1	1%	8%	-8	0%	-6%	5%	-4%	-3%	-2%	-11%	-12%
COc1ccc(-c2nc(CS(=O)CC(=O)NC3CCCCC3C)c(C)o2)cc1 (stereo not drawn)	13%	-21%	17	-7%	-11%	1%	0%	-1%	nt	-13%	2%
Cc1ccc(Nc2nc(N)c3ccccc3n2)cc1C	nt	?	-22	?	0.54µM*	?	0.5µM*	0.5µM*	-17%	-4%	?
O=C(CCC(=O)N1CCSc2ccccc21)Nc1cccc(F)c1	nt	11%	-11	-23%	7%	2%	2%	-4%	2%	14%	-7%
N#C/C(=C\c1ccc(C#N)cc1)C(=O)N1CCCC1	25%	18%	nt	nt	-3%	1%	-2%	-4%	-4%	8%	4%
CSCC[C@H](NC(=O)c1ccc(Cl)c([N+](=O)[O-])c1)c1nc2ccccc2[nH]1	-18%	1%	-2	-72%	-8%	13%	-1%	-1%	-16%	6%	?
CC(=O)N1CCC(=NNc2ccnc3cc(Cl)ccc23)CC1	-7%	42%	-6	-26%	-1%	1%	-12%	0%	nt	?	-3%
CCOC(=O)c1ccccc1NC(=O)CN1C(=O)NC(C)(CCc2ccccc2)C1=O (stereo not drawn)	-6%	nt	7	-10%	1%	-18%	1%	5%	nt	nt	nt
CCOC(=O)C1CCN(C(=O)CSc2nc3ncccc3[nH]2)CC1	10%	-1%	-1	-1%	-1%	2%	-1%	0%	nt	-2%	-10%
O=C(N/N=C/c1c(O)ccc2ccccc12)c1cccc(C(F)(F)F)c1	-25%	3.2µM*	16	-92%	1%	-8%	-29%	-16%	1%	?	5µM*
COc1ccc(N2CCN(C(=O)CCNS(=O)(=O)c3ccc(C)cc3)CC2)cc1	nt	nt	6	-23%	1%	-5%	-7%	-2%	2%	-11%	nt
COCCCN=Cc1c(C)[nH]n(-c2ccc(Br)c(C)c2)c1=O	?	7.1µM*	-1	?	1.3µM*	?	0.5µM*	1.4µM*	-12%	3%	6.3µM*
O=C1C2C3CCC(C3)C2C(=O)N1Cc1ccco1 (stereo not drawn)	-3%	1%	8	5%	8%	-1%	2%	-1%	2%	-8%	11%
O=C(CP(=O)(c1ccccc1)c1ccccc1)Nc1cccc(CP(=O)(c2ccccc2)c2ccccc2)c1	-3%	33%	-13	-30%	0%	-7%	-9%	-4%	-5%	nt	-1%
C#CCOCCOCCOCCNc1nc(N2CCN(C(=O)Cn3cc(CCCCN)nn3)CC2)nc(N2CCN(C(=O)Cn3cc(CC(C)O)nn3)CC2)n1 (stereo not drawn)	9%	-39%	1	1%	0%	2%	6%	0%	4%	-13%	-28%
Cc1csc(NC(=O)CCC(=O)N(CC(=O)NC2CCCCC2)c2ccccc2)n1	-5%	15%	-10	-9%	1%	-9%	-11%	-8%	5%	1%	7%
Cn1c(=O)c2c(nc(NNC(=O)C(F)(F)F)n2C)n(C)c1=O	0%	-10%	-10	-22%	6%	0%	-1%	-1%	2%	7%	4%
CCOC(=O)c1[nH]cnc1C(=O)NC1CCCCC1	-2%	?	5	-6%	5%	-5%	-4%	1%	3%	-1%	-76%
CSc1nsc(/C=C/Nc2ccc(C)c(C)c2)c1C#N	7%	44%	5	-21%	?	-1%	15%	0%	-8%	?	-5%
CCOC(=O)/C(C#N)=C1/C(=O)N(Cc2ccccc2)c2ccccc21	2%	13%	-14	2%	?	-6%	-2%	-1%	?	-20%	7%[10 µM]
COc1cc(/C=N/NC(=O)c2nnn(-c3nonc3N)c2-c2cccs2)ccc1O	2%	17%	-14	-15%	?	-11%	2%	-1%	nt	nt	-1%
Cc1cn(S(=O)(=O)c2ccc(Br)c3ccccc23)cn1	1%	10%	nt	nt	1%	-1%	-2%	-3%	2%	3%	-1%
COc1cc(/C=N/NC(=O)CN2CCCCC2)ccc1OCc1ccc(Br)cc1	?	34%	4	?	15µM*	?	2%	9%	1%	3%	-6%
CCCn1c(NC(=O)c2ccc(F)cc2)nc2ccccc21	-1%	0.32µM*	-5	-21%	-3%	7%	22%	15%	0%	0%	2.5µM*
Cc1cccc(OCC(=O)OCC(=O)N2CCCc3ccccc32)c1C	16%	nt	-5	18%	-3%	4%	3%	-2%	nt	nt	nt
COCCn1c(SCC(=O)NC2CCCCC2C)nc2ccccc2c1=O (stereo not drawn)	3%	?	2	-5%	2%	4%	0%	0%	-1%	-2%	2%
